# Tau fluor cs: counter-screen for tau fibril formation inhibitors. tau K18 P301L Alexa594 fluorescence, heparin fibrillization. 0.93% of 280,000 active. Potency, µM (doses to about 57.7 µM), without a hit: at the top dose activity change, negative = decrease; also: % is scaled to controls: 0 for no effect and ±100 for the full control effect; nearly all actives have a fitted effect of over 55% in size
#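 Human tau K18 P301L (15 uM unlabeled, 0.24 uM Alexa 594-labeled) in 100 mM sodium acetate pH 7 with 20 uM heparin, 6 hr at 37 C. ThT 30 uM added, 1 hr ambient; Alexa 594 FP and total fluorescence read at 555/632 nm.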
# GAA inhib: alpha-glucosidase (human) inhibition. purified human GAA, 4-MU-alpha-glucoside fluorescence. Potency, µM (top dose mostly 76.9 µM), for inactives: at the highest dose activity change, negative = inhibition, usual class: inhibitors. 0.005% of 200,000 active;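 also: plate controls were uninhibited enzyme wells for no effect and no-enzyme background for full effect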
#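 AC50 values come from Hill fits of compound titrations (up to 77 uM) against 4 nM human enzyme. Substrate 4-methylumbelliferyl-alpha-D-pyranoside at 400 uM, pH 5.0 citrate buffer, 20 min room temperature; fluorescence Ex 365/Em 440 after alkaline stop.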
# Tau fibril FP: inhibitors of human tau fibril formation; Potency, µM (highest dose often 57.7 µM), for the others: at the top dose activity, negative = inhibition, actives largely listed as inhibitors; 0.39% of 280,000 active; P10636; K18 P301L tau heparin fibrillization, Alexa594 FP, 6 h; also: % is scaled to controls: 0 for no effect and ±100 for the full control effect; nearly all actives have a fitted effect of over 55% in size
# Target sequence (P10636 561-689 P618L limits assumed): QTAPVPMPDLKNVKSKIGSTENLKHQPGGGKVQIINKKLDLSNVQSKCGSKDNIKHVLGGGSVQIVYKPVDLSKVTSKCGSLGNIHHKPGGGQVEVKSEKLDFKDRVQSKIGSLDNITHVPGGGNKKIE
#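 Human K18 P301L fragment (15 uM unlabeled plus 0.24 uM Alexa 594-labeled) in 100 mM sodium acetate pH 7 with compound, aggregation induced by 20 uM heparin for 6 hr at 37 C. ThT (30 uM) added for 1 hr, then Alexa 594 FP read.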
# GAA glycogen: GAA glycogen-cleavage inhibition or activation. P10253. recombinant GAA, glycogen substrate, Amplex Red glucose oxidase fluorescence. Potency, µM (highest dose often 76.4 µM), for the others: at the highest dose activity change, negative = inhibition, actives largely listed as inhibitors. 0.38% of 300,000 active. AID 2100;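 also: 0% = full enzyme reaction and -100% = no-enzyme basal signal; the screen sought inhibitors and activators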
#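 qHTS, 1536-well; enzyme 4 nM final; cpd up to 77 uM; substrate bovine liver glycogen 30 ug; 50 mM citrate/phosphate pH 5.0, 0.01% Tween-20; 37 C, 40 min; Amplex Red detection 45 min RT; Hill fit → AC50.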
# GAA spleen mod: inhibitors or activators of human alpha-glucosidase in spleen homogenate; P10253; human spleen homogenate, 4-MU-alpha-glucoside fluorescence; Potency, µM (top dose mostly 79.9 µM), for the others: top-dose activity change, negative = inhibition, hits mostly inhibitors; 0.006% of 240,000 active; AID 2112;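 also: 0% = enzyme with vehicle and -100% = no enzyme basal signal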
#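 AC50 values come from Hill-equation fits of concentration-response data, normalized to no-enzyme and full-activity controls. Enzyme source: 1 ug human spleen homogenate; 1 mM fluorogenic 4-MU glucoside, pH 5.0 citrate buffer, 37 C, 40 min.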
# HTT cytoprotect: Huntington cell model cytoprotection by ATP luminescence; PC12 HTT-Q103 induced, cytoprotection, ATP luminescence, 40 h; Potency, µM (series often up to 56.4 µM), without a hit: cytoprotection (ATP increase), most hits filed as activators; 0.14% of 230,000 active; AID 1471;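 also: % of control where 0% means no effect; nearly all actives have a fitted effect of over 45% in size; toxic huntingtin expression switched on by the ecdysone agonist tebufenozide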
#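 Quantitative HTS on tebufenozide-induced (100 nM) PC12 cells expressing HTTQ103 exon 1–GFP; compounds tested as a concentration series; survival measured via cellular ATP.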
# Tau fibril ThT: blocks human tau fibril formation measured by thioflavin T | recombinant tau K18 P301L, heparin-induced fibrillization, ThT fluorescence | Potency, µM (titrated, usually from 57.4 µM), without a hit: at the top dose activity, negative = inhibition, hits mostly inhibitors | 2.1% of 270,000 active | AID 1460; also: % is scaled to controls: 0 for no effect and ±100 for the full control effect; nearly all actives have a fitted effect of over 55% in size
#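 Fibril formation assay: tau K18 P301L at 15 uM with trace Alexa 594 label, heparin inducer 20 uM, pH 7 sodium acetate buffer, 37 C for 6 hr; endpoint ThT signal.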
# GLA spleen mod: inhibits or activates alpha-galactosidase in human spleen homogenate. human spleen homogenate, 4MU-alpha-Gal fluorescence, 40 min. Potency, µM (series often up to 80 µM), without a hit: at the highest dose activity change, negative = inhibition, hits mostly inhibitors. 0.008% of 240,000 active;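 also: 0% = enzyme with vehicle and -100% = no enzyme basal signal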
# Target sequence (P06280 32-429 limits assumed): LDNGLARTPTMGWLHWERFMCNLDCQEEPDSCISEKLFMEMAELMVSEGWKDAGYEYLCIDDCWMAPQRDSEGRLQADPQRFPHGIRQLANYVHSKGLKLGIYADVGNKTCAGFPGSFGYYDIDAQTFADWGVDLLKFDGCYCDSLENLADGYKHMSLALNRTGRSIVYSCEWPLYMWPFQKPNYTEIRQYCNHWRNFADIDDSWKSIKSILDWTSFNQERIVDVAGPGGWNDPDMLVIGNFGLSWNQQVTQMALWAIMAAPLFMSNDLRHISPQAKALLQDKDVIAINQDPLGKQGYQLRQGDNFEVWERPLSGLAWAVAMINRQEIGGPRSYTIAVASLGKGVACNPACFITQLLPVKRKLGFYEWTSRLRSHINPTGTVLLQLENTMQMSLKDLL
#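 Human spleen homogenate (1 ug) was the enzyme source, with 4-methylumbelliferyl-alpha-D-galactopyranoside (1 mM final) in pH 5.0 citrate buffer with 0.01% Tween-20. Compounds were titrated; after 40 min at 37C, NaOH/glycine stop, 4-MU fluorescence read; AC50 from Hill fits.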
# * hit, by the source's call; u = inconclusive; x = not tested or not shown; & = joins results of further samples; [ ] = dose if it differs, or a comment. Calls follow the shape of the dose curve; as a rule, active = well fitted curve in the direction sought with a large enough effect; inconclusive = small, poorly fitted or top-dose-only effect, or another doubt; inactive = no such curve, though single readings can be large; an effect the other way counts as inactive or inconclusive. Potency is read from the fitted curve at half-maximal effect. Outcome played no part in choosing rows, and some 3.3% of all compounds hit somewhere here.
SMILES,Tau fluor cs,GAA inhib,Tau fibril FP,GAA glycogen,GAA spleen mod,HTT cytoprotect,Tau fibril ThT,GLA spleen mod
O=C(CSc1nnc2ccccn12)NCCc1ccc(Cl)cc1,-2%,1%,-1%,-9%,6%,-12%,-1%,5%
Cc1ccc(C(C)C)c(OCC(=O)Nc2ccc(C(=O)OC3CCCCC3)cc2)c1,-14%,x,-8%,-9%[76.3 µM],x,x,-7%,x
CCCCC[C@H](O)/C=C/C=C\C/C=C\CCCCCCC(=O)O,-6%,x,-4%,x,-1%,-39%[inhibitor],-8%,-2%
Cc1cccc(NC(=O)c2ccc(N(C)C3CCCCC3)c([N+](=O)[O-])c2)n1,-28%,1%,5%,-4%,-13%,-9%,u,3%
OC(Cn1cncn1)(c1ccccc1)c1ccccc1,-6%,-8%,-3%,-2%,-4%,9%,-7%,-7%
CC(C)(C)c1cc(C(=O)/C=C/c2ccc(C(=O)O)cc2)cc(C(C)(C)C)c1,-6%,x,-5%,x,3%,2.5µM*,u,-8%
COCCn1c(SCC(=O)Nc2nnc(C)s2)nnc1-c1ccco1,-11%,12%,-3%,-7%,-3%,19%[10 µM],-11%,0%
COc1ccc(CC(=O)Nc2ccc(-c3cn4ccccc4n3)cc2)cc1,-11%,-12%,-2%,-2%,-24%,-55%[inhibitor],2%,-1%
COc1ccc(-c2cc(C(=O)NCCc3ccc(OC)c(OC)c3)c3ccccc3n2)cc1,u,x,9%,4%[76.3 µM],x,x,u,x
CCN1CCN(c2nc3ccccn3c(=O)c2/C=C(\C#N)S(=O)(=O)c2ccccc2)CC1,-20%,x,-2%,4%,-3%,-13%[10 µM],-11%,3%
C=CCn1c(COc2ccc(F)cc2)nnc1SCC(=O)NC(=O)NCc1ccco1,-4%,-3%,-6%,2%,-5%,19%,-7%,4%
CCC(=O)Nc1cc2c(C)cc(=O)oc2cc1C,-8%,6%,-9%,4%,-1%,-3%,-10%,2%
COCCn1c(-c2ccc(Br)cc2)csc1=Nc1cccnc1,-8%,3%,3%,-15%,6%,2%[10 µM],-14%,5%
CCOC(=O)c1nn(-c2ccc(C)cc2)c(=O)c2c(N)scc12,u,1%,u,-15%,5%,16%[1.9 µM],14µM*,1%
Cn1c(SCc2ccccc2)nnc1-c1ccncc1,3%,0%,2%,4%,-1%,-40%[inhibitor],-4%,3%
CCOC(=O)/C(C#N)=C/c1c(Oc2cccc(C)c2)nc2ccccn2c1=O,-18%,x,0%,-7%,2%,-3%[10 µM],-9%,-4%
CCC1CCC(c2nnc(-c3ccc(Br)cc3)o2)CC1 (stereo unspecified),0%,5%,9%,-2%,-12%,3%[10 µM],-5%,1%
O=C(CCC(=O)c1cccs1)Nc1ccc(F)c(F)c1F,-15%,-1%,6%,9%,3%,5%,-6%,7%
COc1ccc(CCN2CC(C#N)=C3c4cc(OC)c(OC)cc4CCN3C2)cc1OC,-9%,-6%[15.4 µM],5%,-10%,-14%,-59%[inhibitor],u,12%
CCOC(=O)c1[nH]c(C)c(C(=O)NC(CC)Cc2ccccc2)c1C (stereo unspecified),1%,x,6%,-6%[76.3 µM],x,x,4%,x
CCOCCCNC(=O)c1c(NC(=O)Cc2coc3ccc(C)cc23)sc2c1CCC2,u,x,-8%,-10%[76.3 µM],x,x,u,x
O=C(C1=C[C@H](c2coc3ccccc3c2=O)C[C@H](OCc2ccc(CO)cc2)O1)N1CCN(Cc2ccc3c(c2)OCO3)CC1,-11%,x,15%,-9%,-5%,-16%[10 µM],-12%,1%
O=c1[nH]c2cc(NCCO)c([N+](=O)[O-])cc2[nH]1,-2%,-10%,2%,2%,6%,x,u,4%
CCC(=O)N1CCc2cc(Br)cc(S(=O)(=O)CCC(=O)N(C)c3cccc(C)c3)c21,-10%,x,-3%,16%[76.3 µM],x,x,-8%,x
COCC(C)NC(=O)CSc1nc2nn(-c3ccccc3)c(=O)c-2c2n1CCCCC2 (stereo unspecified),-7%,1%,7%,4%,3%,-1%[10 µM],-5%,0%

# Reformatted with values under each structure: entries from further up.
# Values run as follows: Tau fluor cs, GAA inhib, Tau fibril FP, GAA glycogen, GAA spleen mod, HTT cytoprotect, Tau fibril ThT, GLA spleen mod
> O=C(CSc1nnc2ccccn12)NCCc1ccc(Cl)cc1
 : -2%, 1%, -1%, -9%, 6%, -12%, -1%, 5%
> Cc1ccc(C(C)C)c(OCC(=O)Nc2ccc(C(=O)OC3CCCCC3)cc2)c1
 : -14%, x, -8%, -9%[76.3 µM], x, x, -7%, x
> CCCCC[C@H](O)/C=C/C=C\C/C=C\CCCCCCC(=O)O
 : -6%, x, -4%, x, -1%, -39%[inhibitor], -8%, -2%
> Cc1cccc(NC(=O)c2ccc(N(C)C3CCCCC3)c([N+](=O)[O-])c2)n1
 : -28%, 1%, 5%, -4%, -13%, -9%, u, 3%
> OC(Cn1cncn1)(c1ccccc1)c1ccccc1
 : -6%, -8%, -3%, -2%, -4%, 9%, -7%, -7%
> CC(C)(C)c1cc(C(=O)/C=C/c2ccc(C(=O)O)cc2)cc(C(C)(C)C)c1
 : -6%, x, -5%, x, 3%, 2.5µM*, u, -8%
> COCCn1c(SCC(=O)Nc2nnc(C)s2)nnc1-c1ccco1
 : -11%, 12%, -3%, -7%, -3%, 19%[10 µM], -11%, 0%
> COc1ccc(CC(=O)Nc2ccc(-c3cn4ccccc4n3)cc2)cc1
 : -11%, -12%, -2%, -2%, -24%, -55%[inhibitor], 2%, -1%
> COc1ccc(-c2cc(C(=O)NCCc3ccc(OC)c(OC)c3)c3ccccc3n2)cc1
 : u, x, 9%, 4%[76.3 µM], x, x, u, x

# More entries:
SMILES,Tau fluor cs,GAA inhib,Tau fibril FP,GAA glycogen,GAA spleen mod,HTT cytoprotect,Tau fibril ThT,GLA spleen mod
O=C(C1=C[C@@H](c2ccc(C(F)(F)F)cc2)C[C@@H](OCc2ccc(CO)cc2)O1)N1CCN(Cc2ccccc2)CC1,-8%,x,2%,2%,1%,6%[10 µM],u,2%
COc1ccccc1N1CCN(C(=O)CCCCCn2c(=O)[nH]c3ccsc3c2=O)CC1,-5%,-11%,3%,-6%,-1%,-54%[inhibitor],-4%,-3%
COc1ccc(NC(=O)c2cccc(NC(=O)c3ccco3)c2)c(OC)c1,-23%,-5%,-1%,2%,-4%,-6%[10 µM],u,-7%
O=C(NC1CCCCC1)N(C1=NCCCCC1)c1ccc(Br)cc1,1%,3%,1%,-3%,-11%,11%[10 µM],9%,4%
CC1CCCC(NC(=O)Cn2cc3c(n2)CCCCC3)C1C (stereo unspecified),-11%,0%,-2%,-17%,1%,4%,-9%,10%
CC(=O)NCCNc1nc(-c2ccccc2CN(C)C)nc2ccccc12,-4%,x,-1%,x,10%,-6%,-9%,7%
CCc1cc2c(cc(C(=O)OC)n2Cc2nc(-c3ccc(C)cc3)oc2C)s1,-17%,x,-12%,-10%[76.3 µM],x,x,u,x
Cc1[nH]c2ccccc2c1/C=N/Nc1ccc(F)cc1F,u,2%,5%,u,-9%,16%[10 µM],13µM*,3%
Cc1ccc2ncnc(Oc3ncccc3NC(=O)C(C)(C)C)c2c1,-9%,-8%,5%,-12%,1%,11%[10 µM],-8%,4%
CCN(CC)S(=O)(=O)c1ccc(N/N=C(\C)c2ccc3c(c2)OCO3)c([N+](=O)[O-])c1,-21%,-5%,3%,8%,-3%,29%[0.074 µM],-10%,-8%
N#Cc1ccccc1CSC1=NCCS1,-8%,-13%,7%,4%,0%,2%[10 µM],-7%,-1%
COC(=O)c1c(C)oc(C)c1S(=O)(=O)NCc1cccs1,-8%,0%,-4%,0%,6%,3%[10 µM],-9%,8%
N#CCSc1nc2c(c(=O)n1Cc1ccccc1)C1(CCCC1)Cc1ccccc1-2,-24%,8%,u,-8%,-5%,-12%,-15%,11%
CCOc1cc2nc(-c3ccc(OC)c(OC)c3)nc(N3CCOCC3)c2cc1OC,0%,-1%,3%,-6%,-1%,10%,8%,8%
COC(=O)c1ccc2c(=O)n(CCCCCC(=O)NC(C)C)c(=O)[nH]c2c1,7%&-1%,u,13%&-12%,-11%,2%,13%[10 µM],9%&6%,8%
COc1ccc(C(=O)N2CCN(Cc3cc(OC)c(O)c(OC)c3)CC2)cc1OC,u,3%,1%,20µM*,7%,-30%[10 µM],u,6%
Cc1c(C(=O)O)sc(=S)n1-c1ccccc1,5%,8%,-3%,-22%,0%,-1%,-2%,-9%
COC1CC(O[C@H]2/C(C)=C/CC3CC(C[C@]4(CCC(C)C(C5CCCCC5)O4)O3)OC(=O)[C@H]3C=C(C)/C(=N/O)C4OC/C(=C\C=C\[C@@H]2C)[C@@]43O)OC(C)C1O (stereo partly specified),-13%,x,1%,x,-3%,-67%[inhibitor],-8%,-9%
Cc1cc(/C(N)=N/OC(=O)c2ccccc2Cl)no1,-8%,3%[15.4 µM],7%,3%,10%,-10%[10 µM],-14%,1%
CCCn1cc(S(=O)(=O)CC(=O)N2CCc3ccccc32)c2ccccc21,-12%,u,-10%,1%,-13%,17%[1.9 µM],-7%,-17%
COCCn1nnnc1C(c1cc2ccc(OC)cc2[nH]c1=O)N1CCc2ccccc2C1 (stereo unspecified),-13%,-3%,0%,2%,2%,-4%[10 µM],-21%,22%
O=C(O)c1ccc(N2CCS(=O)(=O)CC2)cc1,9%,3%,0%,26%,1%,x,2%,-3%
O=C(Cn1nnc(-c2ccccc2Cl)n1)NCc1ccc2c(c1)OCO2,-9%,0%,-1%,1%,3%,2%,-15%,0%
COc1cc(NC(=O)COC(=O)/C=C/c2ccc(O)c(OC)c2)cc(OC)c1,u,-9%,9%,u,-15%,13%[10 µM],u,2%
COCCCNC(=O)c1ccc(CN2CCc3ccccc3C2)cc1,-4%,2%,0%,12%,4%,28%[10 µM],-4%,-1%
Cc1ccc(NC(=O)COC(=O)CCC(=O)c2cccs2)cc1,-5%,-10%,-2%,-1%,0%,10%[10 µM],-6%,2%
